# pAkt inh: HTS Assay for Inhibitors of Akt Phophorylation: Primary Screen; Neuro2A IGF-stimulated pAkt S473 HTRF, 20 min; hits give low values; activity change, % for hits at 50 µM; actives 0.32% (n = 360,000); in the data active means activity change below about -80%; inconclusive means mostly about -51% to -80%; further: on the % scale 0 is the no-effect control and ±100 the full control effect
#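 Neuro2A cells in DMEM with 0.5% FBS, overnight at 37 deg C, given compound at single 50 µM final, then IGF (6 nM final) for 20 min at 37 deg C. Lysed; phospho-Akt Ser473 by HTRF after 24 h, 665/615 ratio.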
# EPAC2 ag: qHTS for Agonist of cAMP-regulated guanine nucleotide exchange factor 4 (EPAC2): primary screen | Rap guanine nucleotide exchange factor 4 (Homo sapiens), Q8WZA2 | EPAC2 activation, biochemical qHTS; response scale: 100% = 6.5 mM cAMP response | Potency, µM (top dose mostly 154 µM), without a hit: at the highest dose activation, usual class: activators | actives 0.079% (n = 360,000) | AID 720711, 2013; further: potency means the concentration at half of the fitted maximal effect; nearly all actives have a fitted effect of over 50% in size
# Target sequence (Q8WZA2 whole entry, looked up): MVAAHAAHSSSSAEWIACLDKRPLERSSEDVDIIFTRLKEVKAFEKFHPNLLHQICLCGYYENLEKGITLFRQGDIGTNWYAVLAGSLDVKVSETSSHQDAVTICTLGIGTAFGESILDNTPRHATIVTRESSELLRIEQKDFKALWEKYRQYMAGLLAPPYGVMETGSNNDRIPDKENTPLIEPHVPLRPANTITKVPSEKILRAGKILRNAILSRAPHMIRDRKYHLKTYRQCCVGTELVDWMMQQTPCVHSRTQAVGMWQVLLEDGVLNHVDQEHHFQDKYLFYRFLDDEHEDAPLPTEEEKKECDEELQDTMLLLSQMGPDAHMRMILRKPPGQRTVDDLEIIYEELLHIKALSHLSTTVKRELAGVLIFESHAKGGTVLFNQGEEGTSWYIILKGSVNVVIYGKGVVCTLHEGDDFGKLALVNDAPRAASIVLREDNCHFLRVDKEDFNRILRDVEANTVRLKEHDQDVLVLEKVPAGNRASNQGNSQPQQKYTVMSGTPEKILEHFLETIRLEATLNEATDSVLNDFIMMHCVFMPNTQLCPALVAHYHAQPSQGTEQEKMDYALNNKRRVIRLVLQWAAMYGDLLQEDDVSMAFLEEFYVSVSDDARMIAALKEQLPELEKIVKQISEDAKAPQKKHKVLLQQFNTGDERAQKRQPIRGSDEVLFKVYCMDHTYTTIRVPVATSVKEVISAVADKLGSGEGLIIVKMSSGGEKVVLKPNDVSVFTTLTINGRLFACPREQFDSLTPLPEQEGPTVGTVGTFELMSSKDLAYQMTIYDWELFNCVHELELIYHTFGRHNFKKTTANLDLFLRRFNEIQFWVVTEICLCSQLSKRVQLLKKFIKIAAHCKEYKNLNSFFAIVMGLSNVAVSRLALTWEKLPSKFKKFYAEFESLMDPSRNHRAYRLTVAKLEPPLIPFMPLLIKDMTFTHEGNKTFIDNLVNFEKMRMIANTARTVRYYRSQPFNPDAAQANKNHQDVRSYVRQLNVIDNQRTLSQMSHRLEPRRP
#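 Fluorescence exchange assay: 100 nM EPAC2 with 250 nM RAP1B-BODIPY-GDP and 50 uM GDP; compounds tested as a concentration-titration series (qHTS). Loss of Rap1-bound BODIPY-GDP fluorescence read at 480/540 nm; data normalized to 6.5 mM cAMP.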
# MmCpn inh: Inhibitors of TCP-1 ring complex (TRiC) of Methanococcus maripaludis (MmCpn): qHTS; actives 0.031% (n = 330,000); Chaperonin Mm-Cpn (Methanococcus maripaludis); purified Mm-Cpn ATPase, ADP Transcreener TR-FRET; Potency, µM (highest dose often 76.9 µM), without a hit: at the top dose activity, negative = inhibition, most hits filed as inhibitors; AID 504842, 2011; further: potency means the concentration at half of the fitted maximal effect; on the % scale 0 is the no-effect control and ±100 the full control effect; nearly all actives have a fitted effect of over 80% in size
#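 Quantitative HTS used 25 nM Mm-CPN and 10 uM ATP in magnesium/KCl Tris buffer, pH 7.4, with 1 mM DTT. Hydrolysis ran 30 min at 37°C; ADP was read by HTRF.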
# TGFb inhibitor: qHTS for Inhibitors of TGF-b; HepG2 CAGA-GFP TGF-b/SMAD3 reporter, GFP fluorescence, 18 h; TGF-beta stimulated, 500 pg/mL final; Potency, µM (highest dose often 46.1 µM), for inactives: top-dose activity, negative = inhibition, usual class: inhibitors; actives 1.2% (n = 410,000); further: potency means the concentration at half of the fitted maximal effect; on the % scale 0 is the no-effect control and ±100 the full control effect; nearly all actives have a fitted effect of over 65% in size
#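 Inhibition was scored as loss of TGF-beta-induced (500 pg/mL final, 18 hours, 37 degrees C) GFP in HEPG2 cells carrying a CAGA-GFP reporter, in DMEM with 1% FBS. Well GFP was summed per cell; Activity was normalised to unstimulated and stimulated DMSO wells, then concentration-response fitting.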
# EPAC2 antag: qHTS for Antagonist of cAMP-regulated guanine nucleotide exchange factor 2 (EPAC2): primary screen; Rap guanine nucleotide exchange factor 4 (Homo sapiens), Q8WZA2; EPAC2 GEF exchange of Rap1B-BODIPY-GDP, fluorescence; Potency, µM (doses to about 114 µM), for inactives: at the top dose activity, negative = inhibition, usual class: inhibitors; actives 0.18% (n = 360,000); AID 720708, 2013; further: potency means the concentration at half of the fitted maximal effect; on the % scale 0 is the no-effect control and ±100 the full control effect; nearly all actives have a fitted effect of over 45% in size; many of its hits are not listed in these tables
# Nrf2 ARE act: qHTS of Nrf2 Activators; Potency, µM (highest dose often 46.1 µM), for the others: at the highest dose activation, actives largely listed as activators; actives 0.31% (n = 410,000); AREc32 ARE-luciferase reporter (MCF7-derived line), luminescence, 24 h; AID 624171, 2012; further: potency means the concentration at half of the fitted maximal effect; % of control where 0% means no effect; nearly all actives have a fitted effect of over 65% in size
#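 Each well held 1000 AREc32 cells, which were incubated with compound for 24 hr at 37 deg C after overnight attachment, and ARE reporter activity was quantified by firefly luciferase luminescence.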
# CCT chaperon mod: High-Throughput Screening for Modulators of Cytosolic Chaperonin Activity | purified chaperonin ATPase assay, HTRF ADP detection, 30 min | activity change, % (no concentration beside the values), hits read low | actives 0.3% (n = 360,000); in the data active means activity change below about -30%; further: on the % scale 0 is the no-effect control and ±100 the full control effect
#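 Enzyme 40 or 20 nM (batch-dependent) in Tris pH 7.4/KCl/MgCl2/DTT; cpd 76 uM single point; ATP 10 uM; 30 min 37 °C; Transcreener ADP HTRF detection, 30 min RT; ratio 665/615.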
# A549 viability: Nrf2 qHTS screen for inhibitors: counterscreen for cytotoxicity | Potency, µM (titrated, usually from 46 µM), for the others: at the highest dose activity change, negative = cytotoxicity, actives largely listed as inhibitors | actives 0.16% (n = 390,000) | A549 ARE-Fluc cells, CellTiter-Fluor viability, 18-24 h; further: potency means the concentration at half of the fitted maximal effect; on the % scale 0 is the no-effect control and ±100 the full control effect
#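 A549 ARE_Fluc cells in 5% FBS OPTI-MEM were exposed to compounds in concentration-response for 18-24 h at 37 deg C. Viability was read by CellTiter-Fluor fluorescence (Ex 405/Em 525) after 30 min, before the luciferase read.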
# Nrf2 inh: Nrf2 qHTS screen for inhibitors. Potency, µM (doses to about 46 µM), for the others: at the highest dose activity change, negative = inhibition, hits mostly inhibitors. A549 ARE-Fluc reporter, luciferase luminescence, 18-24 h. actives 2.1% (n = 360,000); further: potency means the concentration at half of the fitted maximal effect; on the % scale 0 is the no-effect control and ±100 the full control effect; nearly all actives have a fitted effect of over 60% in size
#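 Reporter: ARE-Fluc in A549. Exposure: 18-24 h, 37 °C, 5% CO2, 5% FBS OPTI-MEM. Readouts: fluorescent cytotoxicity (CellTiter-Fluor), then luminescent Nrf2 signal after BugLite.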
# * = called active by the depositor; i = inactive; ? = inconclusive; . = not tested or not shown. Unless noted, the call rests on the fitted dose curve; in most records, active means well fitted curve in the direction sought with a large enough effect; inconclusive means small, poorly fitted or top-dose-only effect, or another doubt; inactive means no such curve, though single readings can be large; an effect the other way counts as inactive or inconclusive. The list is partial; count on the stated rates, not on these rows.
SMILES,pAkt inh,EPAC2 ag,MmCpn inh,TGFb inhibitor,EPAC2 antag,Nrf2 ARE act,CCT chaperon mod,A549 viability,Nrf2 inh
COc1ccc(C(=O)Nn2c(C)ccc2C)cc1OC,i,-3%,-5%,-1%,-3%,0.1%,-2.0,-18%,-11%
COCCn1cnc2c1c(=O)n(CC(=O)NCC(F)(F)F)c(=O)n2Cc1ccccc1,i,8%,0%,1%,-3%,0.2%,0.9,2%,-7%
CN(C(=O)c1cccc(NC(=O)C2CCN(C(=O)OC(C)(C)C)CC2)c1)C1CCCCC1,i,-12%,-6%,?,-9%,4.3%,-0.3,-8%,?
CCCCOc1ccc(CNC(=O)Cc2ccc(NC(=O)N3CCSc4ncccc43)cc2)cc1,.,.,.,-16%,.,0.2%,.,2%,-25%
O=C(CSc1nnc(NC(=O)c2ccccc2)s1)NCc1ccco1,i,0%,-11%,-3%,-3%,4.5µM*,-3.8,-3%,10%
CCOc1ccc(N(CC(=O)NCc2ccccc2)S(=O)(=O)c2c(C)noc2C)cc1,i,-1%,-2%,-6%,8%,0.1%,0.6,8%,0%
COc1ccc(-c2noc(CCC(=O)Nc3cccnc3)n2)cc1OC,i,12%,-2%,4%,14%,2.1%,1.5,-2%,.
CCCc1cc(NCCCO)n2c(nc3ccccc32)c1C#N,i,-3%,-2%,28%,-8%,-0.2%,-0.3,-8%,-27%
CC(=O)NC(CCS(C)(=O)=O)C(=O)Nc1c(F)cccc1F (stereo not given),i,0%,2%,10%,2%,-0.1%,0.0,-7%,-1%
COC(=O)/C(=C\c1c[nH]c2ccccc12)NC(C)=O,i,8%,0%,-4%,2%,3.6%,-0.1,-8%,-2%
Oc1ccc(C[C@@H]2CNCCN2CC2(c3ccccc3)CC2)cc1,i,4%,-3%,6%,28%,4.4%,-0.1,2%,1%
CCn1c(SCC(=O)Nc2ccc3c(c2)n(C)c(=O)n3C)nnc1-c1ccncc1,i,3%,0%,12%,6%,0.1%,-0.8,10%,1%
COc1cc2[nH]c(=O)n(CCCC(=O)N3CC=C(c4ccccc4)CC3)c(=O)c2cc1OC,i,2%,1%,?,-6%,0.5%,-2.3,9%,-8%
CCn1nc(C)c([N+](=O)[O-])c1C(=O)NNC(=O)c1ccc(Cl)cc1,i,10%,0%,0%,-3%,0.3%,-2.4,1%,-8%
NC(=O)c1c(NC(=O)CSc2nnc(Cc3ccccc3)n2Cc2ccco2)sc2c1CCC2,i,1%,0%,?,-1%,8.6%,-6.4,-20%,?
CCC(c1nnnn1-c1ccc2c(c1)OCCO2)N1CCN(CCN2CCOCC2)CC1 (stereo not given),i,12%,.,.,-5%,-1.0%,0.2,.,.
O=C(Cc1ccsc1)Nc1ccc(Cl)cc1Cl,i,1%,-2%,-12%,-9%,0.2%,0.4,8%,-10%
FC(F)(F)c1ccc(C2[C@H]3CN(Cc4ccc(-c5ccccc5)cc4)[C@H](c4ccccc4)C34CC2(c2cccnc2)C4)cc1 (stereo not given in full),i,-4%,0%,?,-12%,4.8%,0.6,-3%,16%
O=C(c1cc2cc(Cl)ccc2oc1=O)N1CCCC1,i,5%,-1%,0%,11%,-1.0%,-0.2,-5%,-12%
Cc1cc(C(=O)COC(=O)C2=NNC(=O)CC2)c(C)n1-c1ccc(OC(F)F)cc1,i,1%,2%,14%,0%,-0.3%,-7.6,-7%,?
COc1ccccc1NC(=O)c1c(C)cc(C)nc1SCC(=O)Nc1cccc(C)c1,.,.,.,10µM*,.,5.2%,.,-17%,?
COc1cc(NC(=O)C2CC(=O)N(CCc3ccc(F)cc3)C2)cc(OC)c1OC (stereo not given),i,-3%,-4%,-21%,5%,-0.6%,-1.5,-2%,-7%
COc1cccc(CN2CCN(S(=O)(=O)c3ccccc3)CC2)c1OC,i,12%,.,-19%,-5%,-0.6%,-5.8,0%,-15%
CCOC(=O)c1[nH]cnc1C(=O)Nc1ccccc1C,i,-4%,2%,-5%,-13%,-0.2%,2.7,-2%,3%
COc1ccc(-n2cc(CN(C)C3CCOCC3)c(-c3cccc(F)c3)n2)cc1,i,3%,-5%,-8%,2%,2.3%,0.0,1%,-8%
COc1ccc(-c2csc(C(O)c3ccc(F)c(F)c3)n2)cc1 (stereo not given),i,18%,.,-1%,-17%,1.0%,-1.7,.,.
Cc1cccc(OCCOC(=O)CN2C(=O)NC3(CCCC3)C2=O)c1,i,0%,-17%,-13%,-11%,-0.1%,1.4,5%,-11%
COC(=O)C1=C(CS(=O)(=O)c2ccc(Cl)cc2)NC(=O)NC1c1ccc(O)cc1 (stereo not given),i,7%,-1%,-8%,3%,0.0%,1.8,-3%,-1%
CN(C)CCCNC(=O)C[C@H]1C[C@H](C(=O)N2CCCCC2)[C@@]2(C)c3[nH]c4ccc(Cl)cc4c3CCN2C1=O,i,0%,1%,-6%,3%,12%,-1.7,17%,7%
COc1cccc(-c2nc(S(=O)(=O)c3ccccc3)c(N3CCC(C)CC3)o2)c1,.,.,.,?,.,6.5%,.,-11%,?
COC(=O)CNc1nc(Cl)nc(Nc2ccc(C)cc2)n1,i,8%,1%,-7%,-3%,3.7%,1.0,0%,23%
CC(C)(C)C(=O)COC(=O)c1ccc2c(c1)C(=O)N(Cc1ccco1)C2=O,i,8%,0%,7%,-1%,-0.5%,-0.2,0%,19%
COCN(C#N)c1nc(N(C)C)nc(N(C)C)n1,i,-3%,-1%,-1%,6%,-0.4%,1.3,-11%,3%
Cc1cc(C(=O)OCC(=O)N2c3ccccc3CC2C)c(C)o1 (stereo not given),i,6%,-4%,8%,2%,3.7%,-4.8,-9%,?
Cc1nn2c(C)c(C(=O)NCCc3ccccc3)cnc2c1-c1ccccc1,.,.,.,?,.,5.4%,.,-2%,25%
Cc1c(-c2ccccc2)nc(-c2ccccc2)[nH]c1=O,i,-1%,1%,0%,26%,2.7%,-3.7,-3%,17%
COc1ccc(C(=O)NCCS(=O)(=O)N2CCN(Cc3ccccc3)CC2)cc1,i,19%,1%,-3%,16%,-0.2%,0.3,0%,5%
COc1ccc(Cn2ccc3nc(C)c(C(=O)Nc4ccc(C)c(F)c4)cc3c2=O)cc1,.,.,.,-17%,.,0.4%,.,-12%,?
CC1(C)c2cc(O)ccc2OC1N1CCOCC1 (stereo not given),i,6%,0%,-1%,0%,?,1.4,-6%,-5%
Cc1ccc(S(=O)(=O)N(C)C)cc1NC(=O)c1ccc(OC(F)(F)F)cc1,i,-9%,0%,?,6%,-2.2%,-0.8,3%,-8%

# Ordered by value in Nrf2 ARE act (lowest first): 3 from the list above.
SMILES | Nrf2 ARE act
COc1cc(NC(=O)C2CC(=O)N(CCc3ccc(F)cc3)C2)cc(OC)c1OC (stereo not given) | -0.6%
CCOC(=O)c1[nH]cnc1C(=O)Nc1ccccc1C | -0.2%
Cc1cccc(OCCOC(=O)CN2C(=O)NC3(CCCC3)C2=O)c1 | -0.1%

# One compound at a time, from the list above. Values in the order: pAkt inh | EPAC2 ag | MmCpn inh | TGFb inhibitor | EPAC2 antag | Nrf2 ARE act | CCT chaperon mod | A549 viability | Nrf2 inh
# COc1cc(NC(=O)C2CC(=O)N(CCc3ccc(F)cc3)C2)cc(OC)c1OC (stereo not given) in the list: i | -3% | -4% | -21% | 5% | -0.6% | -1.5 | -2% | -7%
# Cc1c(-c2ccccc2)nc(-c2ccccc2)[nH]c1=O in the list: i | -1% | 1% | 0% | 26% | 2.7% | -3.7 | -3% | 17%
# CC(C)(C)C(=O)COC(=O)c1ccc2c(c1)C(=O)N(Cc1ccco1)C2=O in the list: i | 8% | 0% | 7% | -1% | -0.5% | -0.2 | 0% | 19%
# CC1(C)c2cc(O)ccc2OC1N1CCOCC1 (stereo not given) in the list: i | 6% | 0% | -1% | 0% | ? | 1.4 | -6% | -5%
# CN(C)CCCNC(=O)C[C@H]1C[C@H](C(=O)N2CCCCC2)[C@@]2(C)c3[nH]c4ccc(Cl)cc4c3CCN2C1=O in the list: i | 0% | 1% | -6% | 3% | 12% | -1.7 | 17% | 7%

# Going on with the list:
SMILES,pAkt inh,EPAC2 ag,MmCpn inh,TGFb inhibitor,EPAC2 antag,Nrf2 ARE act,CCT chaperon mod,A549 viability,Nrf2 inh
O=C(O)C1=C[C@@H](c2ccc(C(F)(F)F)cc2)C[C@@H](OCc2ccc(CO)cc2)O1,i,2%,.,15%,7%,0.1%,0.0,2%,8%
Cc1cccc(NC(=O)CSc2nnc(-c3ccco3)c(-c3ccco3)n2)c1C,i,2%,-3%,-11%,-7%,?,0.1,?,?
O=C(O)CN1C(=O)CC(Cc2ccc(Cl)cc2)C1=O (stereo not given),i,4%,0%,23%,3%,2.8%,-0.3,12%,20%
CC(C)(C)c1ccc(C(=O)N2CCC(=O)N([C@H](COCc3ccccc3)Cc3ccccc3)CC2)cc1,i,-1%,.,.,-29%,0.2%,0.5,.,.
O=C(CSc1nc2ccccc2[nH]1)c1ccc2c(c1)OCO2,i,-2%,1%,-3%,12%,6.6%,0.0,3%,6%
C[C@@H](C(=O)NCC1CC1)[C@@H]1C[C@@]1(C)[C@@H](NC(=O)OCc1ccccc1)c1ccccc1,i,6%,-1%,-4%,0%,-0.2%,1.9,-2%,4%

# Bioassay records as filed in PubChem BioAssay.
